Source: PubChem BioAssay (Broad Institute)
SUMO Mot1 rescue – SUMOylation pathway inhibition by Mot1-301 growth rescue. actives 1% (n = 320,000). AID 2716. S. cerevisiae Mot1-301 growth rescue, ATP luminescence, 38.5C; percent above DMSO median, 100 means doubled. growth rescue, % at 18.8 µM;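 active = every valid replicate shows activation above 250% relative to neutral control wells; inactive = the rest, any valid replicate at or below 250%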;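 also: OY570 slx delta 5 strain wells were the positive control but not used for scaling; some compounds called inactive have numbers as strong as hits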
Starred values were filed as active, the others as inactive. Only part of the results is shown; the hit share may differ from the screen's.

SMILES	SUMO Mot1 rescue
COc1ccc(O[C@H]2C=C[C@@H](c3ccccc3)O[C@@H]2COC(=O)CC/C(C)=N/OC[C@@H](O)COCc2ccco2)cc1	0
CCc1ccc(NC(=S)NNC(=O)c2ccccc2OC(F)F)cc1	-3
CN(CCO)c1nc(N)c2c(N)nc3c(c2c1C#N)CC(=O)N3C1CCCC1	15
O=C1C=CC(=O)N1c1ccc(Sc2ccc([N+](=O)[O-])cc2)cc1	10
Cc1nn(C)cc1CNC(=O)C1C2CCC(O2)C1C(=O)O (centres undefined)	-7
O=C1CC(c2ccccc2Cl)c2c(sc3c(=O)[nH]c(CCl)nc23)N1 (centres undefined)	-9
COC(=O)C1=C(C(=O)OC)[C@@H]2N(Cc3ccccc3)c3ccccc3[C@@]23C[C@@H](C(=O)OC)N(C(=O)C2CCC2)C3=N1	-6
Cc1ccc(S(=O)(=O)Nc2c(Cl)c(Cl)c(O)c3ccccc23)cc1	-7
COc1ccccc1N1CCN(C(=O)COc2ccc(S(=O)(=O)NC(C)(C)C)cc2)CC1	2
CC(NC(=O)c1cc(-c2ccccc2)nc2ccccc12)C1CCCO1 (centres undefined)	29
COc1cccc(C(=O)Nc2ccc3nc(N4CCN(c5ncccn5)CC4)cc(C)c3c2)c1OC	29
COc1ccc2oc(=O)c(C(=O)OCC(=O)c3ccc([N+](=O)[O-])cc3)cc2c1	21
Clc1ccc(NCc2ccsc2)cc1	408*
CCOC(=O)C1=C(CSc2nc(C)cc(C)c2C#N)OC(N)=C(C#N)C1c1cccs1 (centres undefined)	4
Cc1ccc2c(c1)-n1c(nc3cc(F)ccc3c1=O)C(Cc1ccc(O)cc1)NC2=O (centres undefined)	-5

Molecules shown so far that contain a nitro group on carbon:
SMILES	SUMO Mot1 rescue
O=C1C=CC(=O)N1c1ccc(Sc2ccc([N+](=O)[O-])cc2)cc1	10
COc1ccc2oc(=O)c(C(=O)OCC(=O)c3ccc([N+](=O)[O-])cc3)cc2c1	21

Looked up by structure from the list above:
SMILES	SUMO Mot1 rescue
CN(CCO)c1nc(N)c2c(N)nc3c(c2c1C#N)CC(=O)N3C1CCCC1	15
Cc1nn(C)cc1CNC(=O)C1C2CCC(O2)C1C(=O)O (centres undefined)	-7
CC(NC(=O)c1cc(-c2ccccc2)nc2ccccc12)C1CCCO1 (centres undefined)	29
O=C1C=CC(=O)N1c1ccc(Sc2ccc([N+](=O)[O-])cc2)cc1	10
COC(=O)C1=C(C(=O)OC)[C@@H]2N(Cc3ccccc3)c3ccccc3[C@@]23C[C@@H](C(=O)OC)N(C(=O)C2CCC2)C3=N1	-6

Continued.
SMILES	SUMO Mot1 rescue
CC(C)(C)C1=CC=C(C(C)(C)C)C(=O)C1=O	62
C#CCOCCOCCOCCNc1nc(N2CCN(C(=O)C([C@@H](C)CC)n3cc(C(N)CO)nn3)CC2)nc(N2CCN(C(=O)C([C@@H](C)CC)n3cc(C(N)COC(=O)C(F)(F)F)nn3)CC2)n1 (some centres undefined)	-25
O=C1C2C3C=CC(C3)C2C(=O)N1CNc1ccc(O)cc1 (centres undefined)	-8
Cc1ccc2c(=O)n3c(nc2c1)C(Cc1ccc(O)cc1)NC(=O)c1ccc(Cl)cc1-3 (centres undefined)	23
N#CC1=C(N)N2C(=C(C#N)C1c1ccccc1)Sc1ccccc12 (centres undefined)	-2
CCN(CC)CCCN=C(N)N	112
O=C(O)CCN=C1CCc2ccccc2N1	-13
CC1(C)N=C(N)N=C(N)N1c1ccc(C(=O)O)cc1	-1
C#CCOCCOCCOCCNc1nc(N2CCN(C(=O)[C@H](Cc3ccc(O)cc3)n3cc([C@@H](N)C(C)CC)nn3)CC2)nc(N2CCN(C(=O)[C@H](Cc3cc4ccccc4[nH]3)n3cc([C@@H](N)Cc4ccc(O)cc4)nn3)CC2)n1 (some centres undefined)	-10
COc1ccc(CNC(=O)[C@H](C)[C@@H]2C[C@@]2(C)[C@@H](NC(=O)OCc2ccccc2)c2ccccc2)cc1OC	-8
O=C1c2ccccc2C(=O)C12OC2c1ccc(Cl)cc1 (centres undefined)	13
O=C(OCn1ncc(Br)c(Br)c1=O)c1c(F)cccc1F	128
O=C(C1=C(O)C(=O)N(CCCN2CCOCC2)C1c1ccc(Cl)cc1)c1cc2ccccc2o1 (centres undefined)	7
COc1ccc2cc(C(c3nnnn3C(C)(C)C)N3CCc4ccccc4C3)c(=O)[nH]c2c1 (centres undefined)	10
C[C@@H](C(=O)Nc1ccc2ccccc2c1)[C@H]1C[C@]1(C)[C@H](NS(=O)(=O)c1ccccc1)c1ccccc1	-2
COC(=O)c1ccc(NC(=O)c2ccc3c(c2)NC(=O)C2CCCN32)cc1 (centres undefined)	1
CC[N+](C)(CC)CCC[n+]1c(-c2ccccc2)c2cc(N)ccc2c2ccc(N)cc21	-14
COc1cc2nc(CN3CCN(C(c4ccccc4)c4ccccc4)CC3)[nH]c(=O)c2cc1OC	16
Cc1cccn2c(=O)c3cc(C#N)c(=N)n(Cc4ccncc4)c3nc12	7
CC(=O)N1CCc2cc(C(=O)CN3CCCN(Cc4ccc(F)cc4)C3)ccc21	3
COC(=O)CCCC1=CC2=CC(=O)C(C)(OC(=O)c3cccs3)C(=O)C2=CO1 (centres undefined)	1
O=C(N=Nc1c(O)n(C2OC(=O)c3ccccc32)c2ccccc12)c1ccco1 (centres undefined)	-18
O=C(NCCCCCCNC(=O)NCc1ccco1)NCc1ccco1	10
COc1cccc([C@@H]2Oc3ccc(OC)cc3C(=O)[C@H]2OC(=O)N[C@H](C)C2CCCCC2)c1	-18
COc1ccccc1C1=Nn2c(COc3ccccc3)nnc2SC1	-18
C=CCSc1nnc(NC(=O)CSc2ccccn2)s1	-17
CCOc1cc(CNc2ccc3c(c2)CCC3)ccc1OC	21
Cc1nnc(NC(=O)CSc2nnc(Cc3cccn3C)n2-c2cccc(C)c2C)s1	3
N#Cc1c(-c2ccccc2Cl)cc(-c2ccccc2)[nH]c1=S	4
Cc1ccc(S(=O)(=O)N(CC(=O)NCCSCc2ccco2)c2ccc(F)cc2)cc1	-3

Entries listed so far containing an aryl thioether with sulfur outside any ring:
SMILES	SUMO Mot1 rescue
O=C1C=CC(=O)N1c1ccc(Sc2ccc([N+](=O)[O-])cc2)cc1	10
CCOC(=O)C1=C(CSc2nc(C)cc(C)c2C#N)OC(N)=C(C#N)C1c1cccs1 (centres undefined)	4
C=CCSc1nnc(NC(=O)CSc2ccccn2)s1	-17
Cc1nnc(NC(=O)CSc2nnc(Cc3cccn3C)n2-c2cccc(C)c2C)s1	3

The list continues.
SMILES	SUMO Mot1 rescue
COC(=O)c1ccc(CSc2ccc3nnc(-c4ccc(OC)cc4)n3n2)o1	-2
CC(=O)c1ccc(N2CCN(CC(=O)Nc3ccc(N4CCOCC4)cc3)CC2)cc1	4
Cc1ccc(-c2nnc(CSc3nc(C)nc4sc(C)c(C)c34)o2)cc1	-11
Cc1cc2oc(=O)cc(Cn3nnc(-c4ccc(Cl)cc4)n3)c2cc1C(C)C	4
CC(C)(C)c1cc(O)c(C(C)(C)C)cc1O	-30
CC(C(=O)Nc1ccccc1F)N1CCN(C)CC1 (centres undefined)	-19
c1ccc(CSc2nnc3c4ccccc4c4ccccc4c3n2)cc1	15
O=C1NC(Cc2ccc(O)cc2)c2nc3ccc(Cl)cc3c(=O)n2-c2ccccc21 (centres undefined)	-2
Cc1ccc(N(C(=O)C2COc3ccccc3O2)C(C(=O)NC2CCCCC2)c2cn(C)nc2C)cc1 (centres undefined)	2
O=C1C2(CCCC13COC(c1ccc(O)cc1)OC3)COC(c1ccc(O)cc1)OC2 (centres undefined)	-2
CC(C)[C@]1(c2ccccc2)ON(c2ccccc2C(F)(F)F)C1=O	3
CCOc1ccc(N2C(=O)/C(=C/c3ccccn3)SC2=S)cc1	-11
CCSc1nnc(NC(=O)CSc2nccn2-c2cc(C)cc(C)c2)s1	-5
CC1CC(OC(=O)CN2CCCCC2)CC(C)(C)C1 (centres undefined)	12
CCc1ccc(Nc2n[n+](-c3ccccc3)c(/C=C/c3ccccc3)s2)cc1	-14
O=C(CC(=O)c1ccccc1[N+](=O)[O-])c1ccccc1	8
CC(=O)OC[C@]12CC[C@H]3[C@@](C)(CC[C@H]4C(C)(C)CCC[C@]34C)[C@@H]1C[C@@H](C1=CC(=O)O[C@@H]1OC(C)=O)O2	232
Cc1nnc(NC(=O)CSc2ccc(-c3ccccn3)nn2)s1	4
Fc1cccc(-n2c(-c3cccs3)nc3nc4ccccc4nc32)c1	275
CCCCc1nnc(NC(=O)COc2ccc3c(C)cc(=O)oc3c2)s1	267
N#CC1=C(N)SC(N)=C(C#N)C1c1ccc(C(F)(F)F)cc1	5
CCN(CC)C(=O)C1=C(C)NC(=O)NC1c1ccccc1F (centres undefined)	9
CC1(C)Cc2nc3sc4c(N5CCCC5)nnnc4c3cc2CO1	-2
CC(=O)[C@@H]1[C@@H]2C(=O)N(c3ccc(F)c(Cl)c3)C(=O)[C@@H]2C2c3ccccc3C=CN21 (some centres undefined)	-9
O=C(NCC#CCSc1nnc(-c2cccc3ccccc23)o1)c1cccs1	-8
C=CCn1c(SCC(=O)OC)nc2sc3c(c2c1=O)CCN(C)C3	4
c1ccc(COc2ccc(-c3sc(Nc4ccccc4)n[n+]3-c3ccccc3)cc2)cc1	-9
Cn1c(=O)c2c(SCC(=O)N3CCOCC3)nc(C3CCCCC3)nc2n(C)c1=O	1
O=[N+]([O-])c1cccc(-c2nnc3ccccn23)c1	56
CC(=O)C1=C(C)NC(SCC(=O)c2ccc(-c3ccccc3)cc2)=C(C#N)C1c1cccnc1 (centres undefined)	-3
Cn1c(=O)c(C(=O)COC(=O)c2cc(C(F)(F)F)nc3c(C(F)(F)F)cccc23)c(N)n(CC2CC2)c1=O	-13
COCCNC(=S)N/N=C/c1ccc(OCc2ccc(C(=O)OC)cc2)c(OC)c1	3
O=C(Nc1ccc(-c2csc(Nc3ccc(Cl)cc3)n2)cc1)c1cccc(C(F)(F)F)c1	4
O=C(COC(=O)c1ccccc1NS(=O)(=O)c1cc([N+](=O)[O-])ccc1Cl)c1ccccc1	-23
N=c1oc2cc(O)ccc2cc1C(=O)Nc1ccccn1	-21
Cn1c(SCC(=O)N=Nc2c(O)[nH]c3ccccc23)nc2ccccc21	-7
CCOc1ccccc1Nc1nc(-c2sc(NC(=O)c3ccc([N+](=O)[O-])cc3)nc2C)cs1	-3
CC(C)(C)c1ccc(O)c(N)c1	-3
CCn1c(=N)c(S(=O)(=O)c2ccc(Cl)cc2)cc2c(=O)n3ccccc3nc21	-12
C=C1/C(=C\C=C2/CCC[C@]3(C)[C@@H]([C@H](C)/C=C/[C@@H](O)C4CC4)CC[C@@H]23)C[C@@H](O)C[C@@H]1O	49
Cc1ccc(-n2nc(C(=O)N/N=C/c3cccc(C(F)(F)F)c3)c3ccccc3c2=O)cc1C	341
Cc1ccc2cc3c(N)c(C(=O)N4CC(=O)Nc5ccccc54)sc3nc2c1	-6
COc1ccc(OC)c(S(=O)(=O)NC(N)=NCCc2ccccc2OC)c1	-3
COC(=O)c1[nH]c2cccc(OC)c2c1NC(=O)C(C)N1CCC(C)CC1 (centres undefined)	18
COc1ccc(Nc2cc(C(=O)NCc3cccnc3)c3ccccc3n2)c(OC)c1	3
Cc1ccc(S(=O)(=O)n2[nH]c(=O)cc2NC(=O)c2cccs2)cc1	-9
Cc1cc(Nc2c(C)n(C)n(-c3ccccc3)c2=O)n2c(nc3cc(F)c(F)cc32)c1C#N	-8
C(=C\c1ccc(/C=C/c2ccccc2)nn1)/c1ccccc1	129
Cn1c(=NC(=O)COc2ccccc2)sc2cc(F)cc(F)c21	448*
NCCN1CCN2C(=O)CN(C(=O)c3ccccc3)CC12 (centres undefined)	17
Cc1c(Cl)cccc1Nc1ncccc1C(=O)OCC(O)CO (centres undefined)	8
Cc1cc(C)nc(N2CCN(c3ncnc4c3cnn4Cc3ccc(Cl)cc3Cl)CC2)n1	0
COc1ccc2cc(/C(C)=N/NC(=S)Nc3cc(S(=O)(=O)N4CCOCC4)ccc3N3CCOCC3)ccc2c1	-4
CCCCC(=O)N(Cc1ccc(-c2ccccc2-c2nn[nH]n2)cc1)[C@H](C(=O)O)C(C)C	-2
COc1ccc(O[C@H]2C=C[C@@H](c3ccccc3)O[C@@H]2CO/N=C(\C)CCC(=O)OC[C@H]2O[C@H](c3ccccc3)C=C[C@@H]2Oc2ccc(OC)cc2)cc1	-11
CC1=NN(c2ccccc2)C(=O)C1N=Nc1ccc(C)cc1 (centres undefined)	20
CC1(C)Oc2ccc3ccc(=O)oc3c2/C(=C/NCCN/C=C2\C(=O)C(C)(C)Oc3ccc4ccc(=O)oc4c32)C1=O	20
O=C(c1ccccc1)[C@H]1[C@H](c2ccccc2)[C@@]2(N=C(c3ccccc3)OC2=O)C2c3ccccc3C=NN21 (some centres undefined)	98
O=C1N[C@H](C(=O)O)CS1	8
CC1(C(=O)NC(=S)N(CCC#N)Cc2cccnc2)CC1(Cl)Cl (centres undefined)	7

3 entries already listed, arranged by the value under SUMO Mot1 rescue, descending:
SMILES	SUMO Mot1 rescue
CC1=NN(c2ccccc2)C(=O)C1N=Nc1ccc(C)cc1 (centres undefined)	20
O=C1N[C@H](C(=O)O)CS1	8
COc1ccc(O[C@H]2C=C[C@@H](c3ccccc3)O[C@@H]2CO/N=C(\C)CCC(=O)OC[C@H]2O[C@H](c3ccccc3)C=C[C@@H]2Oc2ccc(OC)cc2)cc1	-11

Later entries:
SMILES	SUMO Mot1 rescue
C/C(=C1/C(=O)N(c2ccc([N+](=O)[O-])cc2)N=C1c1ccccc1)N(C)C	13
CC(C)N1CCC2(CC1)C(C#N)=C(N)NC(S)=C2C#N	0
O=C1c2ccccc2S(=O)(=O)c2cc(N3CCc4ccccc4C3)ccc21	-15
Cc1cc2oc(=O)c(CC(=O)NCCCN(C)C)c(C)c2c2occ(C(C)(C)C)c12	11
CN(C)CC#CCCCCCCC#CCN(C)C	996*
C#CCOCCOCCOCCNc1nc(N2CCN(C(=O)C([C@@H](C)CC)n3cc(C(N)CC(C)C)nn3)CC2)nc(N2CCN(C(=O)[C@H](CCCCN)n3cc(C(N)COC(=O)C(F)(F)F)nn3)CC2)n1 (some centres undefined)	-13
CCSc1ncnc2c1sc1nc(-c3ccco3)c3c(c12)CC(C)(C)OC3	-4
CCCNC(=O)c1onc(CSc2ccc(F)c(F)c2)c1C(=O)NCCC	9
